Bioassay records: PubChem, National Center for Advancing Translational Sciences (NCATS)
GLP1R cytotox: cytotoxic in the GLP-1 receptor inverse agonist counter-screen. HEK293 cAMP-luciferase reporter cells, luminescence, 24 h. Potency, µM (titrated, usually from 38.3 µM), for the others: top-dose activity change, negative = inhibition, hits mostly inhibitors. 410,000 compounds, 0.13% hits;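 also: loss of luciferase light is scored as toxicity; potency is read from the fitted curve at half-maximal effect; % is scaled to controls: 0 for no effect and ±100 for the full control effect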
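A 23 nL compound transfer followed 12 hours of cell culture at 37 deg C; exposure then lasted 24 hr. Luciferase assay detection reagent was dispensed and plates read for luminescence after a 12 min room-temperature wait.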
DRD3 antagonist: blocks the human D3 dopamine receptor | D3R cells, DiscoveRx beta-arrestin luminescence, antagonist mode; hits give low values | max response, negative = inhibition, % | 360,000 compounds, 2.5% hits | AID 652054; in the data active = max response below about -50%; inconclusive = no clear call, values can overlap the other calls; also: % is scaled to controls: 0 for no effect and ±100 for the full control effect; mostly tested at two doses, the higher about 12 µM
Target sequence (P35462 whole entry, looked up): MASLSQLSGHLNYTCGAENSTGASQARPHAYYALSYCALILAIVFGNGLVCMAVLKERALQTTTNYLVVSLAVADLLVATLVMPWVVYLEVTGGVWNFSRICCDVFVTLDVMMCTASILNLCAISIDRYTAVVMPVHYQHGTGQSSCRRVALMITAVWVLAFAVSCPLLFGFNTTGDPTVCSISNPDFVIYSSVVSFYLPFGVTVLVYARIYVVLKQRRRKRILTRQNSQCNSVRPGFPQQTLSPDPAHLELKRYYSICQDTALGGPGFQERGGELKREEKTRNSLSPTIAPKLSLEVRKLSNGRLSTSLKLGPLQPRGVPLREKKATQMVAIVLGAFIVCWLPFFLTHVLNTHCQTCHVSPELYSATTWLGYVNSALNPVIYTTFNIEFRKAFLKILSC
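Cells expressing the human receptor were seeded at 1500 cells/well, incubated overnight at 37 degrees C in 5% CO2, then exposed to library compounds with dopamine controls for 90 minutes at 37 degrees C before luminescent detection.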
GLP1R inv ag: inverse agonists of human GLP-1 receptor; AID 624417; 410,000 compounds, 1.6% hits; HEK293 GLP-1R CRE-luciferase, luminescence, 24 h; GLP-1R form is constitutively active; Potency, µM (doses to about 38.3 µM), for the others: at the top dose activity change, negative = inhibition, most hits filed as inhibitors; P43220; also: potency is read from the fitted curve at half-maximal effect; % is scaled to controls: 0 for no effect and ±100 for the full control effect; nearly all actives have a fitted effect of over 55% in size
Target sequence (P43220 whole entry, looked up): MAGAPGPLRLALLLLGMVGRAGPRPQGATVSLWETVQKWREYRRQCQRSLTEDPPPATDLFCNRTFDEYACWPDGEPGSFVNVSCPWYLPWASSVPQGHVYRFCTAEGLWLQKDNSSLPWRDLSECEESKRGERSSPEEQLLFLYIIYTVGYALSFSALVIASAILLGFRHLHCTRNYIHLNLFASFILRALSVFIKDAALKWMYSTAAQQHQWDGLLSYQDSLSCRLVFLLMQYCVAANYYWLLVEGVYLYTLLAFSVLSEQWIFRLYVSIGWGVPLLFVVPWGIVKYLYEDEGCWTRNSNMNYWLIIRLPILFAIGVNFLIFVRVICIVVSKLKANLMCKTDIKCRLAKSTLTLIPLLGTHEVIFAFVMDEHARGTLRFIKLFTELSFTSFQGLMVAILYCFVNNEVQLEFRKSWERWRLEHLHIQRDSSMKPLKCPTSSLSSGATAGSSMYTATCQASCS
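Using stably transfected HEK293 (constitutively active GLP-1R, cAMP-luciferase reporter), compounds were incubated 24 hr and luciferase measured by luminescence.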
IL2 activator: IL-2 activation; AID 652025; activation, % (series mostly up to about 46 µM); IL-2 activation reporter assay, cell-based qHTS; stimulated with anti-CD3/CD4/CD28 beads; in transgenic mouse T cells; 360,000 compounds, 0.065% hits; in the data active = activation above about 50%; inconclusive = mostly about 30% to 49%; also: 0% is about no effect
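Quantitative HTS in unstimulated transgenic mouse T cells, with memory T cells as non-tolerant control and PMA/ionomycin as tolerance-bypass control. Compound pretreatment lasted 60 minutes before 18 h bead stimulation; EGFP/DsRed fluorescence read.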
GLP1R ag: GLP-1 receptor (human) agonism; HEK293 GLP-1R CRE-luciferase, luminescence, 4-6 h; cells express a hypersensitive GLP-1R form; 380,000 compounds, 0.007% hits; Potency, µM (doses to about 45.6 µM), for the others: top-dose activation, hits mostly activators; AID 624172; P43220; also: potency is read from the fitted curve at half-maximal effect; % of control where 0% means no effect
PI5P4Ka inh: PI5P4K alpha (human) kinase inhibition. P48426. PI5P4Kalpha enzyme, ADP-Glo luminescence, 60 min; hits give low values. max response, %. 330,000 compounds, 1.2% hits; active = max response of -50% or lower; inconclusive = between -30% and -50%; inactive = -30% or higher; also: value at the top dose of about 77 µM; % is scaled to controls: 0 for no effect and ±100 for the full control effect
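PI5P4Kalpha ADP-Glo assay; 5 microM ATP final; 60 min RT reaction; HEPES pH 7.4/EGTA/CHAPS, 5% DMSO; controls lacking substrate or enzyme; luminescent end-point.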
PLK1 PBD inh: PLK1 (human) polo-box domain binding inhibition | Plk1 PBD binding of FITC phosphopeptide, fluorescence polarization | Potency, µM, without a hit: max response, negative = inhibition, usual class: inhibitors | 360,000 compounds, 2.8% hits | AID 720504; also: potency is read from the fitted curve at half-maximal effect; series mostly up to about 57 µM; % is scaled to controls: 0 for no effect and ±100 for the full control effect; nearly all actives have a fitted effect of over 65% in size
WRN helicase inh: blocks human WRN helicase | Q14191 | WRN helicase unwinding, fluorescent forked duplex, kinetic | Potency, µM (highest dose often 114 µM), without a hit: top-dose activity change, negative = inhibition, usual class: inhibitors | 360,000 compounds, 0.46% hits | AID 651768; also: potency is read from the fitted curve at half-maximal effect; % is scaled to controls: 0 for no effect and ±100 for the full control effect; nearly all actives have a fitted effect of over 55% in size
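Kinetic fluorescence helicase assay: unwinding of a quenched forked DNA duplex (100 nM final) with 2 mM ATP final raises red fluorescence (525/598 nm). Compounds sat 15 min at room temperature with 20 nM WRN beforehand.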
DRD3 agonist: agonists of human D3 dopamine receptor; P35462; D3R DiscoveRx beta-arrestin cells, luminescence, 90 min; 410,000 compounds, 0.58% hits; max activation, %; in the data active = max activation above about 30%; also: 0% is about no effect; mostly tested at two doses, the higher about 12 µM
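Agonist-mode cell screen: cells plated at 1500/well and incubated overnight at 37 °C, then exposed to library compounds for 90 min at 37 °C. Detection reagent was added for 30–60 min at room temperature, and luminescence was read.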
* marks the source's active call; other numbers are inactive results; ? = inconclusive; / = no result given; [ ] = remark or other dose. Unless noted, calls follow the shape of the dose curve; as a rule, active = well fitted curve in the direction sought with a large enough effect; inconclusive = small, poorly fitted or top-dose-only effect, or another doubt; inactive = no such curve, though single readings can be large; an effect the other way counts as inactive or inconclusive.

1) COc1cccc(CN(C)C[C@H]2OCc3cnnn3CCCC(=O)N([C@@H](C)CO)C[C@@H]2C)c1
2) Cc1c(Cl)cnc(NC(=O)COC(=O)c2cccc(S(=O)(=O)N3CCOCC3)c2)c1Cl
3) CSCC[C@H](NC(=O)Nc1ccccc1C)C(=O)O
4) Cc1ccc(S(=O)(=O)CCC(=O)OCC(=O)Nc2cc(S(=O)(=O)N3CCOCC3)ccc2Cl)cc1
5) C/C(=N/NC(=O)c1cc(C(C)C)[nH]n1)c1cccs1
6) Cc1cnc(C(=O)Nc2ccc(S(=O)(=O)NCC(C)C)cc2)cn1
7) C/C=C(/C)C(=O)O[C@@H]1[C@H](OC(=O)C=C(C)C)c2c(ccc3ccc(=O)oc23)OC1(C)C
8) CO/N=C/NC(=O)c1c(OC)ccnc1Oc1ccccc1
screen / no.,1,2,3,4,5,6,7,8
GLP1R cytotox,-15%,-3%,2%,-14%,-11%,4%,8%,15%
DRD3 antagonist,-9,-25,3,17,-6,-4,-12,-26
GLP1R inv ag,-6%,12%,16%,-21%,?,15%,13%,-2%
IL2 activator,-2.1,-1.3,-1.3,0.6,4.9,0.5,-0.6,1.0
GLP1R ag,6%,8%,1%,1%,-12%,-3%,-2%,3%
PI5P4Ka inh,-5,-9,4,-8,-7,-5,0,/
PLK1 PBD inh,-10%,-8%,1%,-5%,2%,?,-12%,-10%
WRN helicase inh,2%,2%,-2%,2%,5%,3%,7%,4%
DRD3 agonist,3,-1,-14,3,1,1,-4,-1

9) O=C(COc1ncnc2cc([N+](=O)[O-])ccc12)NC(=O)NC1CCCCC1
10) CC1=CC(c2ccccc2)n2nc(NC(=O)CCCC(=O)O)nc2N1 (stereo unspecified)
11) COc1cc(C(C)=O)ccc1COc1ccc(C(=O)OCC(=O)NC(C)(C)C)cc1OC
12) O=C(CN1CCN(c2ccccn2)CC1)NC1CCCC1
13) O=C1OC[C@@H]2CCCN2C(=O)[C@@H](CC(=O)N(CCO)Cc2ccccc2)C/C=C\C[C@@H]1Cc1ccc(F)cc1
14) Cc1cc(NC(=O)c2cc(CC(C)C)on2)n(-c2ccccc2)n1
15) O=C(c1cc(-c2ccc(Cl)c(Cl)c2)on1)N1CCN(c2ccccc2)CC1
16) CCOC(=O)C1=CCN(S(=O)(=O)c2ccc(C)cc2)C1c1cccc(Br)c1 (stereo unspecified)
screen / no.,9,10,11,12,13,14,15,16
GLP1R cytotox,-19%,-1%,19%,31%[activator],12%,2%,5%,4%
DRD3 antagonist,1,-17,3,?,-18,-16,20,-18
GLP1R inv ag,-26%,18%,3%,20%,-3%,-22%,0%,?
IL2 activator,-0.5,-5.6,-1.7,-2.2,-4.0,-3.1,-1.6,-0.3
GLP1R ag,-3%,-1%,21%,1%,-2%,-4%,-3%,12%
PI5P4Ka inh,-8,5,-8,1,7,3,/,16
PLK1 PBD inh,-6%,-3%,-6%,-11%,-1%,1%,-8%,-19%
WRN helicase inh,-4%,6%,-7%,-4%,4%,7%,-5%,-8%
DRD3 agonist,0,-16,-1,-3,-9,-7,0,-11

17) C=CCC1Cc2c(Br)cccc2C(CC=C)N1 (stereo unspecified)
18) COc1ccc(OCC(O)CN2CCc3ccccc3C2)cc1 (stereo unspecified)
19) CCOC(=O)C1=CCN(S(=O)(=O)c2ccccc2C)C1c1cccc(Br)c1 (stereo unspecified)
20) O=C(O)c1ccc(-n2nc(-c3ccccc3)c3ccccc3c2=O)cc1
21) CCOC(=O)CCn1c(=O)c2c(nc(Br)n2Cc2ccccc2)n(C)c1=O
22) COC1C(CO)OC(n2cnc3c(=S)nc(N)[nH]c32)C1O (stereo unspecified)
23) CCc1nnc(NC(=O)Cc2ccc(OC)c(S(=O)(=O)N3CCOCC3)c2)s1
24) CCCC1CCc2c(c3ccccc3[nH]c2=O)O1 (stereo unspecified)
screen / no.,17,18,19,20,21,22,23,24
GLP1R cytotox,-3%,-12%,2%,-6%,16%,-21%,4%,2%
DRD3 antagonist,0,-107*,5,-5,0,-23,30,-1
GLP1R inv ag,-13%,?,?,33%[activator],?,2%,6%,2%
IL2 activator,-0.3,-2.4,-0.4,-0.4,0.3,0.6,-1.2,-0.3
GLP1R ag,-3%,-1%,6%,8%,26%,-1%,0%,5%
PI5P4Ka inh,-2,-1,13,-4,-4,-17,0,-5
PLK1 PBD inh,-5%,2%,8%,-11%,-10%,-6%,4%,-5%
WRN helicase inh,3%,-8%,-7%,3%,-6%,5%,10%,-3%
DRD3 agonist,8,-16,-5,-6,-4,-13,2,10

Records 1 to 2 of the list above:
1) COc1cccc(CN(C)C[C@H]2OCc3cnnn3CCCC(=O)N([C@@H](C)CO)C[C@@H]2C)c1
2) Cc1c(Cl)cnc(NC(=O)COC(=O)c2cccc(S(=O)(=O)N3CCOCC3)c2)c1Cl
screen / no.,1,2
GLP1R cytotox,-15%,-3%
DRD3 antagonist,-9,-25
GLP1R inv ag,-6%,12%
IL2 activator,-2.1,-1.3
GLP1R ag,6%,8%
PI5P4Ka inh,-5,-9
PLK1 PBD inh,-10%,-8%
WRN helicase inh,2%,2%
DRD3 agonist,3,-1

Along the list, from the results shown:
Entries 1–10 in DRD3 agonist, in turn: 3, -1, -14, 3, 1, 1, -4, -1, 0, -16
Entries 1–10 in GLP1R ag, in turn: 6%, 8%, 1%, 1%, -12%, -3%, -2%, 3%, -3%, -1%

The results go on:
25) Cc1cccc(NC(=S)N(Cc2cccc(Br)c2)CC2CCC(C(=O)O)CC2)c1 (stereo unspecified)
26) C[C@H](O)Cc1cn(-c2cc3cc(C#Cc4ccsc4)ccc3oc2=O)nn1
27) Cc1ccccc1C(=O)c1cccn1CC(=O)NCCCN1CC(C)CC(C)C1 (stereo unspecified)
28) COc1ccc(NC(=O)C(CC(=O)O)Cc2ccccc2)cc1 (stereo unspecified)
29) COc1ccc(CCN2C(=O)C(Oc3ccccc3C)C2c2ccc3c(c2)OCO3)cc1 (stereo unspecified)
30) O=C(c1cn[nH]c1)N1CCc2c([nH]c3ccccc23)C1c1c(F)cccc1Cl (stereo unspecified)
31) O=C(NNC(=O)c1cc(Cl)ccc1O)c1cccs1
32) CCN(CC(=O)Nc1ccccc1C(F)(F)F)C(=O)c1ccc2[nH]c3c(c2c1)CC(C)CC3 (stereo unspecified)
screen / no.,25,26,27,28,29,30,31,32
GLP1R cytotox,-10%,3%,-16%,-9%,4%,?,-6%,-26%
DRD3 antagonist,-7,-21,2,-16,55,5,9,5
GLP1R inv ag,-23%,10%,?,0%,0%,?,16%,?
IL2 activator,-0.5,-0.2,-3.5,0.6,-6.2,-3.7,0.1,-6.2
GLP1R ag,-6%,2%,-4%,-1%,18%,5%,11%,-11%
PI5P4Ka inh,0,-4,3,/,-1,3,8,20
PLK1 PBD inh,?,-11%,-26%,-8%,4%,0%,0%,-9%
WRN helicase inh,2%,0%,6%,9%,-8%,-8%,-5%,-4%
DRD3 agonist,0,-23,-14,-10,1,-4,-3,4

33) COCCn1cnnc1SCC(=O)Nc1sc2c(c1C#N)CCC2
34) Cc1cc([N+](=O)[O-])nn1CC(=O)N/N=C/c1ccccc1O
35) COc1cc(/C=C/C(=O)OCC(=O)NCC2CCCCC2)ccc1O
36) COc1ccc(CC(=O)O/N=C(\N)Cc2cccc3ccccc23)cc1OC
37) Cc1cccc(N2CCN(c3ncnc4onc(C)c34)CC2)c1C
38) O=C(COc1ccc(Cl)cc1Cl)OCC(=O)c1ccc[nH]1
39) COc1cccc(CNCCN2CCOCC2)c1OC
40) O=C(CSc1ccccn1)N1CCCC(Nc2ccccc2)C1 (stereo unspecified)
41) COC(=O)CCNCCSc1nnc(-c2ccco2)n1Cc1ccccc1
42) COc1cc(NC(=S)N2CCCC(CO)C2)c(OC)cc1Cl (stereo unspecified)
43) CCC(=O)Oc1ccc2c(=O)c(-c3ccc4ccccc4n3)c(CC)oc2c1C
screen / no.,33,34,35,36,37,38,39,40,41,42,43
GLP1R cytotox,10%,-24%,-8%,-2%,-7%,2%,10%,-5%,-8%,17%,7%
DRD3 antagonist,-20,13,-8,13,/,6,-13,8,-1,-1,0
GLP1R inv ag,4%,?,3%,?,7%,0%,-6%,11%,-6%,4%,8%
IL2 activator,-1.2,-0.4,0.0,-3.1,/,0.2,-0.2,-2.8,0.9,-4.4,1.2
GLP1R ag,-1%,18%,11%,2%,-5%,0%,-6%,9%,0%,-2%,0%
PI5P4Ka inh,-22,-1,-6,-10,/,-4,-1,7,2,-8,3
PLK1 PBD inh,-7%,-7%,-10%,8%,/,-5%,-14%,?,4%,?,-5%
WRN helicase inh,?,-8%,-4%,1%,/,2%,-7%,-5%,9%,-7%,4%
DRD3 agonist,-2,4,-7,5,-5,0,-8,-2,-15,2,2

Profiles as entered above.
CCC(=O)Oc1ccc2c(=O)c(-c3ccc4ccccc4n3)c(CC)oc2c1C reads GLP1R cytotox = 7%; DRD3 antagonist = 0; GLP1R inv ag = 8%; IL2 activator = 1.2; GLP1R ag = 0%; PI5P4Ka inh = 3; PLK1 PBD inh = -5%; WRN helicase inh = 4%; DRD3 agonist = 2
COc1ccc(CC(=O)O/N=C(\N)Cc2cccc3ccccc23)cc1OC reads GLP1R cytotox = -2%; DRD3 antagonist = 13; GLP1R inv ag = ?; IL2 activator = -3.1; GLP1R ag = 2%; PI5P4Ka inh = -10; PLK1 PBD inh = 8%; WRN helicase inh = 1%; DRD3 agonist = 5
